LYP phosphatase: inhibitors of LYP phosphatase, biochemical, fluorescence intensity, uHTS (AID 1779); inhibition, % at 11.5 µM; hits with a dose series show IC50 in µM; recombinant LYP phosphatase, fluorescence intensity; higher % means a stronger effect; 0.054% of 290,000 active;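 further: plate controls were vehicle with enzyme for no effect and no enzyme for full effect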
human PMI inhibitors: human PMI inhibitors, high substrate, primary screen, biochemical, fluorescence intensity, high mannose 6-phosphate (AID 1220); recombinant PMI enzyme, coupled fluorescence intensity; higher % means a stronger effect; inhibition, % at 20 µM; hits with a dose series show IC50 in µM; 0.66% of 190,000 active
XIAP antagonists: small molecules displacing peptide from XIAP – biochemical, IAP family, fluorescence polarization (AID 1018); 0.007% of 200,000 active; XIAP BIR domain, fluorescence polarization peptide displacement; higher % means a stronger effect; displacement, % at 20 µM, or IC50 in µM where a hit was titrated; in the data active means displacement above about 50%; further: a part of the inactive calls stands beside numbers as strong as those of hits
TNAP activators: human TNAP enzyme activators, primary screen, biochemical, luminescent, no phosphate acceptor, uHTS (AID 1001); 0.03% of 200,000 active; purified TNAP, luminescent activation assay, no phosphate acceptor; higher activation fold means a stronger effect; activation fold at 20 µM; hits with a dose series show EC50 in µM; in the data active means activation fold from about 3, or a potency from the dose series; inactive means the rest, 99 in 100 with activation fold below about 1.6; further: many of its hits are not listed in these tables
P. falciparum M17LAP: P. falciparum M17LAP inhibitors, primary screen, biochemical, fluorogenic H-Leu-NHMec substrate, 1536-well (AID 1619); recombinant M17LAP, H-Leu-NHMec fluorogenic kinetic assay; higher % means a stronger effect; inhibition, % at 30 µM; hits with a dose series show IC50 in µM; 0.38% of 220,000 active;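 active means compound inhibiting the enzyme by more than half at any dose during confirmatory dose-response retesting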;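 further: plate controls were full reaction with DMSO carrier for no effect and no enzyme background for full effect; strong numbers were not always called active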
M1AAP inhibition: P. falciparum M1AAP inhibitors, biochemical, fluorogenic H-Leu-NHMec substrate, 1536-well (AID 1445); recombinant M1AAP, H-Leu-NHMec fluorogenic kinetic assay; higher % means a stronger effect; inhibition, % at 30 µM; hits with a dose series show IC50 in µM; 0.42% of 220,000 active;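 active means primary inhibition above the hit cutoff, then over 50% inhibition at one or more dose response concentrations, cut at about 23% in these data, passing the limit was not always enough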;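 further: plate controls were DMSO full reaction for no effect and no enzyme background for full effect; strong numbers were not always called active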
WT yeast gro inh: growth inhibition of WT yeast, mitochondrial fusion screen; mitochondrial fusion phenotypic screen, WT strain; inhibition, % at 10 µM; 2.1% of 190,000 active; in the data active means inhibition above about 58%; tested in S. cerevisiae
PMI inhibitors: inhibitors of human PMI, primary screen, biochemical, fluorescence intensity, coupled assay (AID 1209) | inhibition, % at 20 µM, or IC50 in µM where a hit was titrated | purified PMI enzyme, coupled fluorescence intensity; higher % means a stronger effect | 0.42% of 190,000 active;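 further: plate controls were DMSO vehicle for no effect and wells lacking substrate for full effect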
Yfh1-off respiration: mitochondrial function rescue without frataxin homolog – Friedreich's ataxia, plus single-dose screen, dose response (AID 1465); S. cerevisiae Yfh1-off respiration, WST-1 reduction, 72 h; higher fold induction means a stronger effect; fold induction at 50 µM, or EC50 in µM where a hit was titrated; 0.074% of 220,000 active;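 active means fold induction of absorbance versus untreated yeast above a set limit, then at least 30% activation at any dose in follow-up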;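 further: activators that raise dye reduction in frataxin-depleted yeast; strong numbers were not always called active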
WT yeast gro inh mutant strain: recorded beside WT yeast gro inh, whose call it bears; inhibition, %; mitochondrial fusion phenotypic screen, mutant strain inhibition
Numbers without * were called inactive; i = inactive; nt = not tested or not shown. Unless noted, no stated cut-off is given here; in the data, active means inhibition above about 50%; inactive means the rest.

SMILES	LYP phosphatase	human PMI inhibitors	XIAP antagonists	TNAP activators	P. falciparum M17LAP	M1AAP inhibition	WT yeast gro inh	WT yeast gro inh mutant strain	PMI inhibitors	Yfh1-off respiration
CC1=N/C(=C\c2ccc3c(c2)OCO3)C(=O)N1c1ccc(C(=O)O)cc1	7%	5%	-9.3%	1.2	33%	1%	5	-9	-4%	i
COc1ccc(Cn2cnc3c4cc(F)ccc4n(C)c3c2=O)cc1	-5%	nt	nt	nt	2%	4%	nt	nt	nt	i
Cc1ccc(-c2nc3ccccc3n2C)o1	-12%	3%	-5.6%	1.1	-6%	8%	nt	nt	7%	i
CCOC(=O)/C(N)=C/c1ncc(C(F)(F)F)cc1Cl	0%	17%	-1.5%	1	-1%	-6%	-17	4	22%	i
S=c1[nH]nc(-c2ccccc2)n1/N=C/c1cccs1	1%	15%	-18%	0.6	2%	9%	-8	18	19%	i
COc1ccc(NCC(=O)N2CCCC2)cc1Cl	-5%	13%	-5.2%	1.1	-2%	8%	-9	-4	-8%	i
COc1cc(NC(=O)CN2C(=O)c3ccccc3S2(=O)=O)c(OC)cc1Cl	-4%	1%	-2.7%	1.1	-7%	0%	5	1	15%	i
Cc1cs/c(=N\N=C\c2cccc([N+](=O)[O-])c2)n1Cc1ccco1	-4%	8%	-6.4%	0.9	-11%	5%	-4	19	9%	i
Cc1csc(NC(=O)CN2CCCCCC2)n1	-6%	-3%	-5.3%	1	7%	6%	-3	19	-1%	i
N#Cc1ccc(S(=O)(=O)N2CCc3[nH]c4ccc(F)cc4c3C2)cc1	-1%	nt	nt	nt	-6%	1%	nt	nt	nt	i
Cc1[nH]c(=O)[nH]c(=O)c1S(=O)(=O)N1CCC(C(=O)N2CCN(Cc3ccccc3)CC2)CC1	-6%	3%	-3.0%	1.1	12%	0%	6	10	3%	i
COc1ccc(CN2CCC(CO)(CCOc3ccccc3)CC2)cc1C	-10%	2%	-17%	1	-4%	2%	15	8	5%	i
Cc1sc2ncnc(SCC#N)c2c1C	-7%	14%	1.3%	1.2	13%	4%	27	24	13%	i
COc1ccc(C2CC23N=C(c2ccccc2)OC3=O)cc1 (stereo not given)	-3%	3%	-6.8%	1.1	32%	-10%	6	-10	2%	i
COc1ccc(/C=N/NC(=O)Cn2ccnc2C)cc1OC	-3%	nt	nt	nt	7%	9%	nt	nt	nt	i
CC(C)=CCC(C)(C)C1OCCN1C(=O)Nc1ccccc1 (stereo not given)	-5%	10%	-4.1%	1.1	1%	-2%	23	29	4%	i
Cc1cc(C=C2C(=O)c3ccccc3C2=O)c(C)n1-c1cccc(C(=O)O)c1	4%	-9%	-7.4%	0.8	19µM*	20%	6	-9	-15%	i
FC(F)(F)c1cccc(CN2CCCCCC2)c1	-5%	2%	1.0%	1	-2%	-2%	1	-1	6%	i
COc1ccccc1C(=O)NCC(=O)N/N=C/c1cccc(Cl)c1	0%	-10%	-4.2%	1	6%	8%	1	1	-3%	i
Cc1ccc(-c2nc(CS(=O)(=O)CC(=O)N3CCc4ccccc4C3)c(C)o2)cc1	-1%	15%	-6.3%	1.1	4%	-9%	28	13	18%	i
CS(=O)(=O)N(CC(=O)Nc1cccc(F)c1)Cc1ccccc1	1%	12%	0.0%	1.1	5%	10%	2	-4	10%	i
CCC[C@@H]1C[C@@H](C(=O)N[C@H]([C@@H](C)O)[C@H]2O[C@H](SC)[C@H](O)[C@@H](O)C2O)N(C)C1 (stereo not given in full)	-4%	-9%	-16%	1.1	-5%	17%	-2	-12	-14%	nt
O=C(CCCn1c(=S)[nH]c2ccc(Br)cc2c1=O)NCC1CCCO1 (stereo not given)	-4%	-6%	-6.3%	1.1	-6%	7%	-2	1	-12%	i
O=C(NNC(=O)c1cccs1)c1ccncc1	-4%	-1%	-1.2%	1.1	3%	3%	5	-8	-1%	i
O=S(=O)(c1ccc2c(c1)OCCO2)N1CCN(c2nc3ccccc3s2)CC1	2%	3%	-4.4%	1.1	-5%	7%	-17	-29	2%	i
C=CCn1c(COc2ccccc2F)nnc1SCC(=O)c1c[nH]c2ccccc12	4%	0%	3.0%	1.6	3%	2%	-3	-3	7%	i
Cn1ccc(NC(=O)Nc2cccc([N+](=O)[O-])c2)n1	0%	-3%	-7.2%	1.1	-2%	2%	1	-1	-4%	i
Cc1ccccc1C(=O)NNC(=O)C12CC3CC(CC(C3)C1)C2	-7%	7%	10%	1.3	-1%	3%	1	4	7%	i
CC#CCN1c2ccccc2[C@]23C[C@@H](C(=O)OC)N(C(=O)C4CCC4)C2=NC(C(=O)OC)=C(C(=O)OC)[C@H]13	3%	nt	nt	nt	5%	7%	nt	nt	nt	i
COc1ccccc1NC(=S)NC(=O)CCCOc1ccc(Cl)cc1Cl	4%	14%	-2.6%	1.1	-2%	10%	18	24	17%	i

Of the compounds above, 2 have a COOH group:
SMILES	LYP phosphatase	human PMI inhibitors	XIAP antagonists	TNAP activators	P. falciparum M17LAP	M1AAP inhibition	WT yeast gro inh	WT yeast gro inh mutant strain	PMI inhibitors	Yfh1-off respiration
CC1=N/C(=C\c2ccc3c(c2)OCO3)C(=O)N1c1ccc(C(=O)O)cc1	7%	5%	-9.3%	1.2	33%	1%	5	-9	-4%	i
Cc1cc(C=C2C(=O)c3ccccc3C2=O)c(C)n1-c1cccc(C(=O)O)c1	4%	-9%	-7.4%	0.8	19µM*	20%	6	-9	-15%	i

More entries:
SMILES	LYP phosphatase	human PMI inhibitors	XIAP antagonists	TNAP activators	P. falciparum M17LAP	M1AAP inhibition	WT yeast gro inh	WT yeast gro inh mutant strain	PMI inhibitors	Yfh1-off respiration
O=C(NCCC1=CCCCC1)c1coc(=O)c(Br)c1	-7%	7%	-4.2%	1	-16%	6%	0	-1	7%	i
CCN(CC)c1ccc(CN2CCC(C(=O)NCc3ccc(C)cc3)CC2)cc1	-8%	nt	-7.0%	1.6	-8%	1%	1	-18	nt	i
CC(C(=O)Nc1sc2c(c1C(=O)NCc1ccco1)CCCC2)N1C(=O)c2ccccc2C1=O (stereo not given)	-1%	-2%	-0.9%	1	-3%	1%	-7	-6	2%	i
CCOC(=O)N1CCN(C(=O)NC2CCCCC2)CC1	-4%	-13%	-7.6%	1.1	19%	-4%	-7	-8	-3%	i
CC(C)n1nnnc1SCC(=O)NCc1ccco1	nt	nt	nt	nt	-6%	1%	-8	0	nt	i
COCCN(CC(=O)NC1CCCCC1)C(=O)/C=C/C(=O)c1ccc(OC)cc1O	1%	nt	-2.1%	1	23%	-1%	-5	-25	nt	i
N#Cc1cn(-c2ccccc2)nc1-c1ccco1	-2%	6%	-1.4%	1.1	8%	9%	-10	-12	11%	i
CCN1CCN(Cc2nc(N)nc(Nc3ccc(C)c(C)c3)n2)CC1	0%	1%	-3.0%	1	6%	16%	-8	-18	2%	i
O=C(CN1C(=O)CSC1=O)NC1CCCCC1	-3%	-3%	-3.9%	1.3	-12%	0%	-10	2	-2%	i
COC(=O)c1ccc(NC(=S)N(Cc2cccnc2)Cc2ccco2)cc1	-5%	-5%	-3.5%	1.1	4%	5%	-1	7	-4%	i
Cc1ccc(C(=O)NCCc2csc(C)n2)cc1	1%	4%	-3.1%	1.1	11%	4%	-10	-7	8%	i
CCOc1ccc(OCCCCNC(C)(C)C)cc1	-4%	59%*	-4.3%	1	11%	0%	4	-24	23%	i
COc1ccccc1N1CCN(C(c2cc3ccc(C)cc3[nH]c2=O)c2nnnn2C2CCCC2)CC1 (stereo not given)	6%	34%	-3.0%	0.9	11%	9%	-10	14	-11%	i
COC(=O)c1ccc2nc(NC(=O)CSCC(=O)OCC(=O)c3ccccc3)sc2c1	0%	8%	-2.2%	1.1	19%	5%	-4	-16	26%	i
O=C(NCC(c1cccs1)N1CCOCC1)c1cc([N+](=O)[O-])ccc1Cl (stereo not given)	2%	13%	-5.5%	1.1	5%	0%	-1	-8	12%	i
CC(C)(C)NNC(=S)Nc1ccc(S(=O)(=O)N2CCOCC2)cc1	0%	4%	-0.5%	1.1	-1%	0%	22	0	5%	i
Fc1cccc(Cl)c1CSc1ncn[nH]1	-10%	-4%	-1.4%	0.8	43%	3%	-7	-9	-10%	i
Cc1ccc(OC(C)C(=O)N(Cc2cccs2)C2CCS(=O)(=O)C2)cc1C (stereo not given)	-5%	nt	nt	nt	-5%	-1%	nt	nt	nt	i
CCN(CC)CCOC(=O)c1ccc(NC(=O)c2cn(-c3ccccc3)nc2-c2cccs2)cc1	-7%	8%	-7.4%	1.1	12%	1%	90*	89*	4%	i
O=C(CSc1ccccc1)Nc1ccc(N2CCN(c3ccccc3)CC2)c(F)c1	-3%	-2%	0.6%	1.1	-11%	5%	8	-21	-2%	i
CCN(CC)S(=O)(=O)c1cc(C(=O)Nc2ccccc2C(=O)O)ccc1OC	-8%	15%	1.7%	1	-19%	1%	15	12	-3%	i
COC(=O)c1ccc(NC(=O)CCN2CCN(CCC(=O)Nc3ccc(C(=O)OC)cc3)CC2)cc1	-3%	-5%	-10%	1.1	8%	4%	-11	-6	-6%	i
CN(Cc1cccs1)C(=O)CSc1nnnn1C	-6%	-7%	-5.5%	1.1	-5%	-2%	4	0	-11%	i
CC(=O)N=c1sc2nc3ccccc3nc2n1N(C(C)=O)C(C)=O	-4%	-20%	-2.1%	1	9%	18%	-9	-10	-10%	i
CC(C)N1CCC(NC(=O)NC2CCCCC2)CC1	-3%	-7%	4.8%	1.1	-4%	-2%	-1	7	-4%	i
CCn1c(-c2ccccc2SC)n[nH]c1=S	-4%	3%	-4.4%	0.8	-8%	12%	5	16	7%	i
CCNC(=S)NNC(=O)c1cc(C)nc2ccccc12	-9%	3%	-8.0%	1.7	-6%	-4%	0	13	7%	i
Cc1nn(Cc2ccccc2)c(C)c1NC(=O)CCCn1nc([N+](=O)[O-])c(Cl)c1C	-6%	2%	-3.4%	1.1	-12%	-1%	-19	-20	4%	i
CN(C)S(=O)(=O)c1cccc(NC(=S)N2CCc3ccccc32)c1	-9%	2%	-8.3%	1.1	-4%	-2%	19	13	11%	i
N#Cc1ccc(CSc2nnc3[nH]c(=O)cc(N)n23)cc1	-3%	-16%	1.6%	1.2	-2%	8%	-14	14	-12%	i
CCOC(=O)c1cnc2ccccc2c1NCCO	-8%	2%	-1.5%	1.1	-2%	7%	5	-5	-2%	i
COC(=O)c1c(NC(=O)c2ccco2)sc(C)c1C	-3%	2%	-9.9%	1.1	-6%	3%	2	4	5%	i
Cc1ccc(/C=C/C(=O)O)cc1S(=O)(=O)NCc1ccco1	-7%	0%	-9.8%	1.1	4%	-3%	-29	10	-4%	i
CCC(C)(C)NC(=O)c1ccc(S(=O)(=O)N(C)c2ccccc2OC)cc1	-1%	2%	-2.3%	1.1	-4%	11%	20	34	8%	i
Cc1cc(C)nc(SCC(=O)O)n1	-5%	10%	-6.4%	1.2	0%	-1%	-8	6	4%	i
OCC1(Cc2ccccc2)CCCN(Cc2ccc3c(c2)OCCO3)C1 (stereo not given)	-6%	6%	-4.5%	1.1	0%	3%	4	13	9%	i
O=C(Nc1ccc2nc(-c3cccnc3)[nH]c2c1)c1ccccc1F	1%	6%	-1.5%	1	11%	4%	3	21	8%	i
